TEAD-YAP inh – TEAD-YAP interaction inhibition | inhibition, % at 9.12 µM | AID 1259422 | HEK-TIYL cells, TEAD-Gal4/YAP UAS-luciferase luminescence | actives 1.4% (n = 640,000); in the data active = inhibition above about 32%;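 also: 0% = median of test compound wells and 100% = reference inhibitor wells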
MITF inh – human MITF inhibition, primary screen | inhibition, % at 2.6 µM | actives 0.91% (n = 650,000) | AlphaScreen MITF homodimerization, bead proximity signal | AID 1259374; in the data active = inhibition above about 50%;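 also: 0% = vehicle wells with protein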
Target sequence (O75030 whole entry, looked up): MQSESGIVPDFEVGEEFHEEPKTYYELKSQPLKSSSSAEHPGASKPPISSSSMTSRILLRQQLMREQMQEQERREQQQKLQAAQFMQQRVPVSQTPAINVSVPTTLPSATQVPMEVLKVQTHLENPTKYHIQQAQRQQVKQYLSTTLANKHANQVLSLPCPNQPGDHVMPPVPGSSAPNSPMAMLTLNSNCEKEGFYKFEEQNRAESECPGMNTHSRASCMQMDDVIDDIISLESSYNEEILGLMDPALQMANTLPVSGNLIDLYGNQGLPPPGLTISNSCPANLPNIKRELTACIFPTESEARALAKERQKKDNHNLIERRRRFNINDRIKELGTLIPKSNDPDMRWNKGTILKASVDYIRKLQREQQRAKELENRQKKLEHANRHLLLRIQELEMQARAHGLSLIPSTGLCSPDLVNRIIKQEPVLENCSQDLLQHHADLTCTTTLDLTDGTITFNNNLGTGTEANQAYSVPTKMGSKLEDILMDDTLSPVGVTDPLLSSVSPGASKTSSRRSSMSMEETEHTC
GPR151 activ – activators of human GPR151; PathHunter beta-arrestin GPR151 cells, luminescence; activation, % at 11.2 µM; actives 1% (n = 650,000); AID 1508602; in the data active = activation above about 4.9%;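 also: 0% = median of compound wells and 100% = cells with positive control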
Target sequence (Q8TDV0 whole entry, looked up): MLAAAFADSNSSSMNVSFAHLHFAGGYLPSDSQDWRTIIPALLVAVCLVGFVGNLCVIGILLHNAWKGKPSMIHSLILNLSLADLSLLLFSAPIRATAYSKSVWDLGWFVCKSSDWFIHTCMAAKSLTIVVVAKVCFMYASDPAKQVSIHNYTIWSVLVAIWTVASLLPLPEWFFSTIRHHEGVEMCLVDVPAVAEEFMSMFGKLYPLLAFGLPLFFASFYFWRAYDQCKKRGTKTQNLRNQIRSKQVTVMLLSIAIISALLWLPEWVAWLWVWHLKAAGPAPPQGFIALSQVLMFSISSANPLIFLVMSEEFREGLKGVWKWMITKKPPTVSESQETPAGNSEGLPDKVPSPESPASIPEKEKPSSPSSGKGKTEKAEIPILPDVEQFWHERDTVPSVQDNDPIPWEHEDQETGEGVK
FBW7 act – activators of human E3 ligase FBW7 | Q969H0 | AlphaScreen FBW7–phospho-cyclin E peptide binding, activator screen | actives 0.13% (n = 650,000) | normalized activity (activation), % at 26.1 µM; in the data active = normalized activity above about 1.9%;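 also: purified mutant Fbw7 with reduced substrate affinity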
* marks the source's active call; other numbers are inactive results.

SMILES | TEAD-YAP inh | MITF inh | GPR151 activ | FBW7 act
CCN(Cc1ccccc1)S(=O)(=O)c1ccc(F)c(C(=O)Nc2ccccc2Br)c1 | 8 | -4 | 0.4 | 0.0
Cc1cccc2c1NC(=O)C2=Nc1ccccc1C(=O)O | 10 | 4 | 0.3 | 0.1
Cc1cc(C)n2nc(SCCC(=O)NCc3ccc(F)cc3)nc2n1 | 7 | 15 | 0.5 | -0.2
CCCCc1ccc(-c2csc(/C(C#N)=C\c3ccco3)n2)cc1 | -14 | 2 | -0.2 | 0.0
Cc1cccc(-n2nc3c(c2NC(=O)c2cccc([N+](=O)[O-])c2C)CS(=O)C3)c1C (stereo not given) | 1 | -22 | 2.8 | 0.0
Cc1ccc(C)c(NC(NC(=O)c2ccco2)C(=O)c2ccccc2)c1 (stereo not given) | -2 | 14 | -0.4 | 0.2
COC(=O)c1ccc(NS(=O)(=O)c2ccc3c(c2)n(C)c(=O)n3C)cc1 | -5 | 1 | 0.3 | 0.1
COc1ccc(CNC(=O)c2cnn3cc(Br)cnc23)cc1 | -5 | -2 | -0.4 | 0.1
O=S(=O)(c1cccc2cccnc12)N1CCC(c2nc(-c3ccncc3)no2)CC1 | -3 | 2 | -1.5 | -0.4
CC(=O)Nc1c(C(=O)O)[nH]c2ccccc12 | -8 | 3 | -0.8 | -0.1
COc1ccc(-n2c(SCC(=O)Nc3nccs3)nnc2-c2ccoc2C)cc1 | 3 | 9 | -1.5 | 0.1
COc1ccc(Cl)c2sc(N(CC3CCCO3)C(C)=O)nc12 (stereo not given) | 5 | 12 | -0.6 | 0.2
CN(Cc1ccccc1)C(=O)c1ccccc1N(C)S(C)(=O)=O | -2 | 7 | -0.9 | 0.2
CCN1c2ncccc2C(=O)NC12CCN(C(=O)c1cccs1)CC2 | -1 | -3 | 0.6 | -0.2
O=C(O)C1C2C=CC(O2)C1C(=O)Nc1ccc(I)cc1 (stereo not given) | 3 | 13 | 1.3 | 0.8
CCCCN(CC)S(=O)(=O)c1ccc(NC(C)=O)cc1 | 2 | 5 | 2.2 | 0.9
CCOc1ccc(CN2CCc3c(nc(N4CC(C)OC(C)C4)[nH]c3=O)C2)cc1OC (stereo not given) | -3 | 7 | 0.8 | -0.2
COc1ccc(OC)c(N2C(=O)CC(Sc3nc4ccccc4s3)C2=O)c1 (stereo not given) | -1 | -2 | 1.7 | 0.0
O=C(Nc1cccc(Cl)c1)OC(C(F)(F)F)C(F)(F)F | 4 | 8 | -0.8 | 0.3
CNCC(O)Cn1c2c(c3ccccc31)CCCC2 (stereo not given) | 8 | 18 | -1.0 | -0.3
CCC(=NC(C)CCCN(CC)CC)c1c(O)n(-c2ccc(OC)cc2)c(=O)[nH]c1=O (stereo not given) | -1 | 7 | 0.3 | 0.8
CCOC(=O)/C(=N\Nc1ccccc1Cl)N1CCOCC1 | 0 | -6 | 2.1 | -0.1
Cc1c(O)ccc(NS(=O)(=O)c2ccccc2)c1C | 2 | -14 | 2.1 | -0.1
O=C(Cc1ccccc1[N+](=O)[O-])Nc1ccc(Cl)c([N+](=O)[O-])c1 | 5 | 4 | -0.5 | 0.0
COc1ccc2c(c1OC)C(=O)N(c1cccc(C)c1)C2=O | -31 | 23 | 0.5 | 1.4
CCCCC(c1nnnn1Cc1ccc(F)cc1)N1CCN(C(=O)c2ccco2)CC1 (stereo not given) | -30 | 0 | 0.5 | 0.0
COCCNC(=O)C1c2ccccc2C(=O)N(CC(C)C)C1c1cccs1 (stereo not given) | -4 | -3 | 0.3 | 0.0
CNC(=S)N1CCC(C(=O)NC(c2ccc(OC)cc2)c2ccccn2)CC1 (stereo not given) | 1 | 1 | 0.1 | 0.1
CC(=O)Oc1cccc(N2C(=O)C3C(C2=O)C2C=CC3C23CC3)c1 (stereo not given) | 6 | 0 | -1.2 | 0.0
Cc1ccc2occ(CN3CCC[C@@H]4CN(Cc5cccs5)CC[C@H]43)c(=O)c2c1 | -2 | -3 | 1.1 | 0.1
Oc1[nH]c2ccc(Br)cc2c1N=Nc1nn[nH]n1 | -4 | 16 | -0.9 | 0.1
O=C(CCc1ccccc1)Nc1ccc(N2CCC(NC3CCOCC3)CC2)cc1 | -2 | -4 | -1.0 | -0.1
COc1cc(N=Cc2c(O)c3ccccc3oc2=O)cc(OC)c1 | 6 | 10 | -0.9 | 0.0
COc1ccc(S(=O)(=O)Nc2cccc(N3CCCCC3=O)c2)c(OC)c1 | 11 | -7 | 1.0 | 0.0
Cc1ncn(-c2ccc(Nc3nccc(-n4ccc(C(=O)O)n4)n3)cc2)n1 | -5 | 1 | -0.3 | 0.2
O=C(O)c1ccc(N2C(=O)c3cc(Cl)c(Cl)cc3C2=O)cc1 | 2 | 11 | -0.9 | 0.2
CCOC(=O)c1c(NC(=O)c2ccc(C)c([N+](=O)[O-])c2)sc(C(=O)Nc2ccccc2C(F)(F)F)c1C | -2 | 10 | -1.1 | 1.2
COc1ccc(NC(=O)CCCCCN2C(=O)CCC2=O)c([N+](=O)[O-])c1 | 12 | -7 | -2.2 | -0.3
COC(=O)C1CCN(C(=O)NC(C)(C)C)CC1 | 2 | 5 | -0.1 | 0.0
O=C(NCC1c2ccccc2CCN1C(=O)CN1CCOCC1)C1CCCCC1 (stereo not given) | 14 | 1 | 1.2 | 0.1
CCc1cccc(C)c1NC(=O)c1ccccc1Cl | 12 | -4 | 2.9 | -0.1
CCOc1ccc(C(=O)N2CCN(c3ccc([N+](=O)[O-])c(-n4nc(C)cc4C)c3)CC2)cc1 | 3 | -5 | 0.1 | -0.1
COc1ccc(CCNC(=O)CSc2nnc3sc4ccccc4n23)cc1OC | -24 | 0 | -1.1 | 0.0
Nc1nc(NCCCN2CCCC2=O)cc(NC2CC2)n1 | -5 | 5 | -1.0 | -0.1
Cc1cc(=O)nc2c3ccccc3n(C(C)C(=O)NCc3ccccc3Br)n12 (stereo not given) | -3 | 10 | -0.5 | 0.3
CCOc1ccc(OCC(=O)Oc2coc(CSc3ncccn3)cc2=O)cc1 | 4 | 17 | 0.3 | 0.4
CC1CCCC(NC(=O)c2cccc(-n3c(=S)[nH]c4cc(Cl)ccc4c3=O)c2)C1C (stereo not given) | 14 | 7 | 1.3 | 0.1
Cc1ccccc1NC(=O)c1c(NC(=O)c2ccco2)sc2c1CCC2 | 3 | 2 | 0.3 | 0.1
Cc1cc(C)cc(NC(=O)C2C3C=CC4(O3)C2C(=O)N(C2CCCCC2)C4C(=O)NC2CCCCC2)c1 (stereo not given) | 4 | 0 | 3.4 | -0.1
Cc1cc(C)n(-c2cc(NCCNC(=O)c3ccc(F)cc3F)ncn2)n1 | 5 | -16 | 3.1 | 0.1

Fetched by compound from the list above:
SMILES | TEAD-YAP inh | MITF inh | GPR151 activ | FBW7 act
CCC(=NC(C)CCCN(CC)CC)c1c(O)n(-c2ccc(OC)cc2)c(=O)[nH]c1=O (stereo not given) | -1 | 7 | 0.3 | 0.8
Nc1nc(NCCCN2CCCC2=O)cc(NC2CC2)n1 | -5 | 5 | -1.0 | -0.1
Cc1ccc2occ(CN3CCC[C@@H]4CN(Cc5cccs5)CC[C@H]43)c(=O)c2c1 | -2 | -3 | 1.1 | 0.1
COC(=O)C1CCN(C(=O)NC(C)(C)C)CC1 | 2 | 5 | -0.1 | 0.0
CN(Cc1ccccc1)C(=O)c1ccccc1N(C)S(C)(=O)=O | -2 | 7 | -0.9 | 0.2

More structures.
SMILES | TEAD-YAP inh | MITF inh | GPR151 activ | FBW7 act
O=C(O)C1C2C=CC(C3CC23)C1C(=O)NCC12CC3CC(CC(C3)C1)C2 (stereo not given) | -1 | 16 | 1.2 | 0.3
COC(=O)c1sc(N)c(C(=O)OC)c1COC(=O)CNC(=O)c1ccccc1 | -3 | 21 | -2.9 | 0.2
CN(C)CCNC(=O)Nc1ccc(Cl)c(Cl)c1 | -7 | 5 | -1.8 | 0.1
Cc1ccc2nc(CSc3ncnc4sccc34)cc(=O)n2c1 | -6 | 1 | 3.5 | -0.2
O=C(COc1ccc(F)cc1)NNC1CC(=O)N(c2ccccc2)C1=O (stereo not given) | -2 | 7 | 0.5 | -0.1
Cc1ccc(S(=O)(=O)NC(=O)Nc2ccccc2-c2ccccc2)cc1 | -4 | 2 | 0.3 | 0.3
CCC(CC)NCc1ccccc1OC | -8 | 32 | 0.4 | 0.1
COc1cccc2c1OC1(C)CC2NC(=O)N1Cc1ccccc1 (stereo not given) | 15 | 10 | -0.1 | -0.1
O=C(CC12CC3CC(C1)CC(CC(=O)Nc1ccc(Br)cc1)(C3)C2)Nc1ccc(Br)cc1 | 5 | -5 | 3.3 | 0.0
CCOc1cc(-c2nnc(SCC(=O)Nc3ccc(F)c(F)c3)nc2-c2ccc(OC)c(OCC)c2)ccc1OC | -4 | 8 | -0.7 | -0.2

As a short view, some entries already given.
SMILES | TEAD-YAP inh | MITF inh | GPR151 activ | FBW7 act
O=C(O)C1C2C=CC(C3CC23)C1C(=O)NCC12CC3CC(CC(C3)C1)C2 (stereo not given) | -1 | 16 | 1.2 | 0.3
COC(=O)c1sc(N)c(C(=O)OC)c1COC(=O)CNC(=O)c1ccccc1 | -3 | 21 | -2.9 | 0.2

Later entries.
SMILES | TEAD-YAP inh | MITF inh | GPR151 activ | FBW7 act
CC(C)C(C(=O)OCC(=O)c1ccccc1)N1C(=O)C2C3C=CC(C3)C2C1=O (stereo not given) | -4 | 4 | -0.4 | 0.0
CCOC(=O)C1=C(C)N(CC(C)C)C(=O)/C1=C\c1ccc(SC)cc1 | 8 | 13 | 0.5 | -0.3
CCOC(=O)c1ccc(NC(=S)N(CCCN2CCN(CC)CC2)Cc2cccs2)cc1 | 7 | 11 | -1.8 | 0.8
O=C(C1CCCC1)N1CCN(c2ccc(Nc3ccccn3)nn2)CC1 | -5 | -1 | -0.6 | -0.8
COc1ccc(O)c(CN2CCN(C/C=C/c3ccccc3)CC2)c1 | 2 | 23 | -0.8 | 0.0
COC(=O)c1ccccc1NC(=O)CSc1nnc(N)s1 | 4 | -6 | 1.2 | -0.1
COc1ccc(CNc2ccnc3c(-c4cccc(C(=O)NCCN(C)C)c4)cnn23)cc1 | -52 | 1 | -0.7 | -0.1
O=C(C1CCN(S(=O)(=O)c2cnc[nH]2)CC1)N1CCCCCC1 | -1 | 3 | 0.3 | 0.1
O=C(Nc1ccc(I)cc1C(=O)O)c1cc([N+](=O)[O-])ccc1Cl | 3 | 9 | 0.8 | -0.2
COc1ccc(C(=S)N2CCC(C)CC2)cc1 | -3 | -3 | -1.2 | -0.1
CN(C)c1ccc(NP2(=O)C=C(c3ccccc3)SC(c3ccccc3)=C2)cc1 | 4 | 8 | -0.3 | -0.3
COc1ccccc1C1(O)CCN(CC(=O)Nc2c(C)nn(C)c2C)CC1 | 0 | 9 | 0.0 | -0.1
N=c1c(C(N)=O)cc2c(=O)n3ccccc3nc2n1Cc1cccnc1 | 5 | 11 | -1.4 | 0.1
O=C(CNC(=O)c1ccc(Cl)cc1)N/N=C/c1ccc(C(=O)O)cc1 | -3 | -1 | -0.5 | 0.6
CCc1ccc(C(=O)COC(=O)C(Cc2ccccc2)NC(=O)C23CC4CC(CC(C4)C2)C3)cc1 (stereo not given) | 3 | 12 | 3.3 | 0.2
CCN(CC)C(=O)CSc1nc2ccsc2c(=O)n1CCC(C)C | 0 | -3 | 2.3 | -0.3
CCOc1cc(/C=C(\C#N)c2nn(CCO)c(N)c2C#N)ccc1OCc1ccc(Br)cc1 | 10 | 7 | -0.3 | 0.1
CC(=O)OCC1=C(C(=O)O)N2C(=O)C(NC(=O)Cn3nc(C)c(Cl)c3C)C2SC1 (stereo not given) | -4 | -32 | 1.0 | -0.1
COc1cc(C2C(C(=O)OCCOc3ccccc3)=C(C)NC3=C2C(=O)CC(c2ccc(Cl)cc2)C3)cc(Cl)c1O (stereo not given) | 13 | 15 | -0.5 | 0.1
COC(=O)c1c(NC(=O)COc2ccc(C)cc2Br)sc2c1CCC2 | -2 | -3 | 0.0 | -0.1

A draw from above in order of count of non-hydrogen atoms, smallest number first:
SMILES | TEAD-YAP inh | MITF inh | GPR151 activ | FBW7 act
CCN(CC)C(=O)CSc1nc2ccsc2c(=O)n1CCC(C)C | 0 | -3 | 2.3 | -0.3
COc1ccccc1C1(O)CCN(CC(=O)Nc2c(C)nn(C)c2C)CC1 | 0 | 9 | 0.0 | -0.1
CCc1ccc(C(=O)COC(=O)C(Cc2ccccc2)NC(=O)C23CC4CC(CC(C4)C2)C3)cc1 (stereo not given) | 3 | 12 | 3.3 | 0.2

(more compounds)
SMILES | TEAD-YAP inh | MITF inh | GPR151 activ | FBW7 act
CC(=O)C1C(=O)CC(C)(O)C(C(C)=O)C1c1ccccc1F (stereo not given) | -2 | -4 | -1.2 | 0.5
CC1=C(C(=O)Nc2ccccc2C)C(c2ccc(C)o2)N2C(=O)CSC2=N1 (stereo not given) | 7 | 0 | -0.4 | -0.1
CC1(C2CCN(C/C=C/c3ccccc3)CC2)NC(=O)N(Cc2ccsc2)C1=O (stereo not given) | 3 | 11 | 0.4 | -0.2
COc1ccc(Nc2nc(NCc3cccc(C(F)(F)F)c3)c3cc(OC)c(OC)cc3n2)cc1 | 17 | 8 | 1.7 | -0.2
Cc1ccc(NCC(=O)N/N=C\c2cccc(Cl)c2)cc1 | -5 | 0 | -0.1 | -0.2
O=C(O)c1ccc(CS(=O)Cc2ccc(Cl)cc2)o1 (stereo not given) | -5 | 0 | -2.0 | 0.1
O=C(c1nn(-c2ccc(Cl)cc2)c(=O)c2ccccc12)N1CCN(c2cccc(Cl)c2)CC1 | -15 | -15 | -1.2 | -0.1
C[C@H](NC(N)=O)C(=O)OCC(=O)Nc1ccc2c(c1)CCC2 | -2 | 3 | -0.8 | -0.1
Fc1ccccc1Nc1nc(NCc2ccco2)nc(N2CCOCC2)n1 | -16 | -4 | -0.9 | -0.1

Screening data: PubChem BioAssay, The Scripps Research Institute Molecular Screening Center
